Compound activity deposited in PubChem BioAssay by National Center for Advancing Translational Sciences (NCATS).
JMJD2A Tudor – inhibitors of human JMJD2A Tudor domain; O75164; AlphaScreen JMJD2A-Tudor / H3K4me3 peptide binding; Potency, µM (series often up to 114 µM), for inactives: at the highest dose activity change, negative = inhibition, usual class: inhibitors; 390,000 tested, 4.4% active; AID 504339; note: % is set by controls: 0 for no effect and ±100 for the full control effect; nearly all actives have a fitted effect of over 50% in size
TrxR1 inh – inhibitors of rat thioredoxin reductase 1. O89049. recombinant rTrxR1, NADPH fluorescence consumption, selenite substrate. Potency, µM (doses to about 114 µM), for inactives: at the top dose activity change, negative = inhibition, usual class: inhibitors. 390,000 tested, 1% active; note: % is set by controls: 0 for no effect and ±100 for the full control effect; nearly all actives have a fitted effect of over 65% in size
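Rat TrxR1 (90 nM in the dispensed reagent) was pre-reduced with 400 uM NADPH for 5 min at room temperature, then incubated with compound for 15 min. After 400 uM selenite was added, NADPH fluorescence (Ex 340/Em 450 nm) was followed for 8 min.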
HP1b chromo inh – HP1-beta chromodomain-methylated histone interaction inhibition | P83916 | AlphaScreen HP1-beta / biotin-H3K9me3 peptide binding | 390,000 tested, 0.56% active | Potency, µM (series often up to 114 µM), for inactives: top-dose activity change, negative = inhibition, most hits filed as inhibitors | AID 540317; note: nearly all actives have a fitted effect of over 70% in size; inactives centre near 23
Target sequence (P83916 whole entry, looked up): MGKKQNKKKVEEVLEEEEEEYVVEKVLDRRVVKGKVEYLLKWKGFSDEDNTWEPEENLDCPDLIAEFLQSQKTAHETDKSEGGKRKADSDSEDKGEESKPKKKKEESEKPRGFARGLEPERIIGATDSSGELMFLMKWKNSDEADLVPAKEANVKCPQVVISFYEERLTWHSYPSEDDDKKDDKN
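HP1-beta protein (50 nM final) preincubated 30 min at room temperature with biotinylated H3(1-18)K9me3 peptide (50 nM) in PBS pH 7.4, 0.01% Tween-20, then compound added for 30 min. AlphaScreen streptavidin donor/nickel chelate acceptor beads (10 ug/mL final), 30 min dark, luminescence read.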
RGS4 inhibitor – human RGS4 inhibition; P49798; Transcreener GDP fluorescence polarization, RGS4-accelerated GTP hydrolysis; Potency, µM (doses to about 114 µM), inactives show at the top dose activity change, negative = inhibition, actives largely listed as inhibitors; 390,000 tested, 0.039% active; AID 504845; note: % is set by controls: 0 for no effect and ±100 for the full control effect; nearly all actives have a fitted effect of over 75% in size; some results filed as inactive show a strong effect at the top dose
Target sequence (P49798 whole entry, looked up): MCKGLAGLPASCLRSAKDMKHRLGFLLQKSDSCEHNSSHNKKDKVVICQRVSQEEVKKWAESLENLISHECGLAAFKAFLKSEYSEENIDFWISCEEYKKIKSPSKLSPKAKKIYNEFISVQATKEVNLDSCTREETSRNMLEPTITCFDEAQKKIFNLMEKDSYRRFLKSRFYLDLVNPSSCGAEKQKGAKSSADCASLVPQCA
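MLSMR compounds (23 nl, pin-transferred) preincubated 10 min at room temperature with a 500nM (2x) first reagent, then RGS4 at 900nM (2x) plus Transcreener GDP mix added; fluorescence polarization (620/688 nm) read before and after 90 min at 30 °C.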
ERG Ets-DNA blk – ERG Ets/DNA interaction inhibition | P11308 | fluorescence polarization, His-ERG Ets domain / labelled DNA | Potency, µM (doses to about 76.9 µM), for the others: at the top dose FP activity, negative = inhibition, hits mostly inhibitors | 370,000 tested, 0.028% active; active = well fitted inhibition curve with a large enough effect in the polarisation, with a control signal flat; inconclusive = small, poorly fitted or top-dose-only effect, or effect the other way, or a change in a side signal; inactive = no such curve, though single readings can be large or run the other way; the % refers to the polarisation;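 note: polarization taken with two DNA probes labelled with fluorescein and Texas red; % of control where 0% means no effect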
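His-tagged ERG Ets domain (1 uM in the protein solution; 300mM KCl, 50mM Tris-HCl, 1mM EDTA, 1mM DTT, pH 7.5) received compound, then a probe mix of 5 nM fluorescein-DNA and 100nM Texas-615-DNA. Fluorescence polarization was read for both dyes.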
Pin1 inh – inhibitors of human Pin1; Pin1 FP peptide displacement, HiFluor488, 10 min; 390,000 tested, 0.009% active; Potency, µM (titrated, usually from 115 µM), inactives show at the highest dose activity, negative = inhibition, actives largely listed as inhibitors; active = well fitted inhibition curve with a large enough effect in the polarisation, with a control signal flat, not every such curve was filed as active; inconclusive = small, poorly fitted or top-dose-only effect, or effect the other way, or a change in a side signal; inactive = no such curve, though single readings can be large or run the other way; the % refers to the polarisation; note: % is set by controls: 0 for no effect and ±100 for the full control effect
Target sequence (Q13526 whole entry, looked up): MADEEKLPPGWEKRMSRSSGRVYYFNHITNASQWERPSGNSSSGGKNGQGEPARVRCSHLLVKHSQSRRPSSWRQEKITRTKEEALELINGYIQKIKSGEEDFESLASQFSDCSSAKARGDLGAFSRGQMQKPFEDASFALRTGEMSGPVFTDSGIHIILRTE
12-LOX inh – ALOX12 (human) lipoxygenase inhibition; AID 1671190; Potency, µM (doses to about 108 µM), for the others: top-dose activity change, negative = inhibition, usual class: inhibitors; P18054; purified 12hLO, xylenol orange hydroperoxide absorbance; 580,000 tested, 1.1% active; note: % is set by controls: 0 for no effect and ±100 for the full control effect
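Hydroperoxide product was detected by ferrous iron/xylenol orange as the 573 to 405 nm absorbance ratio. Arachidonic acid at 40 uM (final) was turned over for 30 min at room temperature by 150 nM human 12hLO, pH 7.0 Hepes buffer, after 15 min compound preincubation.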
Tb PGK inh – T. brucei PGK inhibition; P07378; PGK/GAPDH coupled, Kinase-Glo luminescence, 60 min; Potency, µM (titrated, usually from 57.5 µM), for the others: top-dose activity change, negative = inhibition, usual class: inhibitors; 380,000 tested, 0.043% active; AID 602233; note: % is set by controls: 0 for no effect and ±100 for the full control effect; nearly all actives have a fitted effect of over 60% in size
Target sequence (P07378 whole entry, looked up): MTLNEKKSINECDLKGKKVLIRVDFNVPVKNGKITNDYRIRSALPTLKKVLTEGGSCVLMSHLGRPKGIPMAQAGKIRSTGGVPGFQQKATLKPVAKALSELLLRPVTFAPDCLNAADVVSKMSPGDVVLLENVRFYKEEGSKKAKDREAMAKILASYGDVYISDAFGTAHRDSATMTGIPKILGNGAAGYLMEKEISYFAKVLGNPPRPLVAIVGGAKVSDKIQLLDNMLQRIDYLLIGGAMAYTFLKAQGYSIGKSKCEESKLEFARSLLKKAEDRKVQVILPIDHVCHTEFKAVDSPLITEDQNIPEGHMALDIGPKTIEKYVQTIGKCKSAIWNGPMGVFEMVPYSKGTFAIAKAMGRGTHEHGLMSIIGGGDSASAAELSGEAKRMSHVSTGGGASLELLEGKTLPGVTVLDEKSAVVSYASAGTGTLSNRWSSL
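Luminescent ATP detection (Kinase-Glo Plus) follows a 60-minute room-temperature incubation, with wells lacking PGK as controls. Buffer: 100 mM TEA (pH 7.6), 5 mM MgCl2, 0.01% Tween-20. Coupling enzyme GAPDH (100 nM final) supplies unstable 1,3-BPG in-well.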
GLS inh – blocks human kidney-isoform glutaminase activity | GLS enzymatic activity, qHTS titration | Potency, µM (titrated, usually from 45.5 µM), for inactives: at the highest dose activity change, negative = inhibition, actives largely listed as inhibitors | 410,000 tested, 0.21% active; note: % is set by controls: 0 for no effect and ±100 for the full control effect
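Two-point fluorescence kinetic (t0, 30 min RT) for hKGA; glutamate detected via glutamate oxidase–HRP–Amplex Red. Substrate: 1 mM L-glutamine solution; buffer 45 mM KH2PO4, pH 8.2.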
The depositor's hits bear a star; i = inactive; ? = inconclusive; . = not tested or not shown; & = joins results of further samples; [ ] = dose if it differs, or a comment. Unless noted, calls come from the whole dose curve; as a rule, active = well fitted curve in the direction sought with a large enough effect; inconclusive = small, poorly fitted or top-dose-only effect, or another doubt; inactive = no such curve, though single readings can be large; an effect the other way counts as inactive or inconclusive. Potency is the fitted concentration of half-maximal effect. Not all compounds are listed. The share of hits here may be higher or lower than overall.

SMILES	JMJD2A Tudor	TrxR1 inh	HP1b chromo inh	RGS4 inhibitor	ERG Ets-DNA blk	Pin1 inh	12-LOX inh	Tb PGK inh	GLS inh
CCN(CC)CCNC(=O)c1ccc(N2CCCCC2)c(NS(=O)(=O)c2ccc(C)cc2)c1	-25.6%	13.6%	-4.3%	19.0%	8.0%	6.0%	0.0%	-3.8%	29.2%
Nc1[nH]n(-c2ccccc2)c(=O)c1N=Nc1ccc2c(c1)OCO2	10µM*	5.0%	?	21.9%	-18.3%	?	56.4%[activator]	i	17.7%
CN(C)c1ccnc(-n2cccc2/C=N/O)c1C#N	-0.7%	3.1%[57.1 µM]	43.1%[activator]	-12.4%	-5.0%	-8.5%	1.1%	-6.5%	13.1%
CNC(=O)CN1C(=O)c2cccc3cccc1c23	3.0%	-5.4%	24.0%	0.0%	-1.5%	-5.6%	103.8%[activator]	1.5%	4.8%
CC(=O)OCC(=O)Nc1ccc(Cl)cc1Cl	1.2%	0.0%	29.9%	-10.6%	2.1%	0.5%	1.5%	11.8%	19.7%
Cc1ccccc1NC(=S)NCCSc1ccc(Cl)cc1	89.1µM*	14.8%[57.1 µM]	7.3%	-2.3%	18.0%	-1.0%	44.7µM*	9.7%	-1.9%
CC(C)c1nn2c(=O)cc(COC(=O)c3cccc(NC(=O)c4cccs4)c3)nc2s1	-12.6%	10.9%[57.1 µM]	30.9%	1.1%	1.6%	0.3%	-13.9%	-7.6%	1.8%
CSc1ccc(S(=O)(=O)NCCSc2ccccn2)cc1	-7.6%	41.0%[activator]	10.2%	-4.5%	.	-4.3%	-35.1%	.	2.9%
O=C(NCC(=O)N1CCN(c2ccccc2)CC1)c1cccs1	-7.4%	9.7%	28.2%	4.3%	0.4%	-9.6%	-2.0%	-0.4%	34.8%[activator]
O=C(CSc1nnc(-c2cccc(S(=O)(=O)N3CCOCC3)c2)n1C1CCCCCC1)NCc1ccccc1	-23.9%	5.3%	5.1%	5.0%	2.6%	4.2%	-15.7%	i	0.7%
CC1CCCCN1Cc1ccc(-c2nn[nH]n2)cc1 (stereo unspecified)	-13.8%	6.4%	24.8%	-5.7%	0.3%	0.9%	0.0%	-10.2%	5.0%
COc1cc(CCC(=O)OCC(N)=O)cc(OC)c1OC	0.0%	-0.7%[57.1 µM]	33.7%	13.3%	19.2%	2.6%	-1.2%	-4.5%	1.7%
O=C(NCCN1CCCCC1)Nc1cccc(Cl)c1Cl	-12.3%	3.7%	20.6%	-7.7%	4.1%	3.5%	0.0%	3.3%	-0.3%
N[C@@H](Cc1ccccc1)c1nnc(SC/C=C/c2ccccc2)o1	-10.4%	5.0%[57.1 µM]	28.8%	-15.4%	-4.5%	-1.8%	i	-10.0%	2.5%
CCOC(=O)N1CCN(c2cc(=O)n(-c3ccc(C)cc3)c(=O)[nH]2)CC1	-3.5%	?	2.9%	-3.1%	-6.5%	12.0%	9.5%	-7.4%	3.1%
O=C(COC(=O)CCC(=O)c1cccs1)NCCc1ccccc1	-10.3%	15.9%	-9.2%	5.4%	7.3%	1.3%	-1.4%	i	-14.9%
COc1ccc(CC(=O)Nc2oc(-c3ccccc3)c(-c3ccccc3)c2C#N)cc1OC	-35.5%	-1.3%	-4.5%	-0.8%	-0.5%	16.4%	140.1%[activator]	-2.6%	-1.4%
CCc1ccc(NC(=O)CC(c2ccc(C)cc2)N2Cc3ccccc3C2=O)cc1 (stereo unspecified)	-0.7%	17.7%	64.0%[activator]	-20.3%	4.0%	-2.0%	-16.5%	-5.6%	1.4%
Cn1c(=O)oc2ccccc2c1=O	6.2%	12.7%[57.1 µM]	18.8%[57 µM]	6.1%	1.2%	-1.9%	1.1%	-4.4%	2.1%
CC(=O)c1cc(-c2ccccc2)n(CC(=O)N2CCCC2)c1C	-17.4%	31.3%	-3.4%	10.0%	-4.2%	-1.3%	6.4%	i	2.0%
CCOC(=O)/C(C#N)=C/c1c[nH]c2ccccc12	-22.6%	2.1%	16.9%	9.7%	-3.7%	-6.6%	-9.0%	i	11.9%
CCNC(=O)c1cnn(-c2ccccc2)c1-c1ccccc1	6.7%	21.3%	65.9%[activator]	-24.1%	10.6%	2.4%	5.4%	.	-0.6%
Cc1cccc(NC(=S)NC(=O)Cc2ccccc2)c1C	-10.3%	56.2µM*	37.8%	-19.7%	7.9%	?	0.0%	-0.2%	8.8%
CCc1ccc(/C=N/NC(=O)Cc2cccn2C)cc1	-35.2%	18.2%[57.1 µM]	-18.2%	-8.1%	-1.0%	-10.0%	133.0%[activator]	4.0%	6.8%
CCN1CCN(C(=O)c2ccccc2N(Cc2ccccc2)S(=O)(=O)c2ccc(OC)cc2)CC1	-18.4%	8.5%	10.8%	-12.7%	-8.5%	-0.4%	-23.9%	-0.5%	-4.6%
COc1ccccc1NC(=O)COC(=O)CNC(=O)c1ccc(OC)c(OC)c1	-6.1%	28.9%	22.5%	-12.7%	-10.0%	-9.3%	0.0%	2.9%	1.5%
Cc1ccc(C(=O)NC(=S)Nc2cc(-c3nc4ccccc4s3)ccc2C)cc1	-6.7%	-7.6%	16.2%	-24.6%	3.2%	-1.7%	1.0%	2.8%	7.3%
Cc1ccc(C(=O)N2CCCCCC2)cc1S(=O)(=O)Nc1ccccc1	-27.8%	9.4%	14.3%	29.4%	-1.1%	0.5%	-6.7%	-3.7%	-0.5%
COc1ccc(C2(O)CCN(C(=O)Cc3cccnc3)CC2)cc1	2.6%	10.4%	42.0%[activator]	-24.5%	-0.5%	-2.2%	122.1%[activator][57.4 µM]	-3.6%	3.4%
COc1ccc(C2=NNC(c3ccco3)=Nc3ccc(F)cc32)cc1	-27.8%	-1.6%[57.1 µM]	-16.5%	10.7%	-2.1%	11.8%	-3.8%	0.5%	7.0%
NNC(=O)/C(=C\c1ccc(Br)cc1)NC(=O)c1cccs1	-15.4%	14.4%[57.1 µM]	14.7%	20.3%	-13.6%	4.8%	14.8%	i	1.8%
Cc1cc(C)c(OCC(=O)Nc2cccc(-c3nc4ncccc4o3)c2)c(Br)c1	-6.6%	17.9%	10.5%	-15.4%	0.6%	15.7%	41.0%&-1.2%[activator]	-1.2%	1.5%
COc1ccc(CNC(=O)Cc2coc3ccc(C(C)C)cc23)cc1	-7.6%	16.0%	24.7%	17.7%	-1.8%	-4.6%	-33.2%	-10.0%	-1.8%
Cc1cc(C)nc(NS(=O)(=O)c2ccc(N3C(=O)C4CC=C(Cl)CC4C3=O)cc2)n1 (stereo unspecified)	-13.8%	15.1%	27.5%	-1.9%	-2.1%	-14.5%	0.0%	1.7%	-4.1%
CCOC(=O)c1ccccc1NC(=O)CC1SC(=NC)N(C)C1=O (stereo unspecified)	-6.0%	-3.2%	53.2%[activator]	-14.4%	0.5%	7.0%	439.4%[activator]	-4.5%	0.9%
COc1cc(OC)c(NC(=O)c2sc3ncn(CC(=O)N4CCN(c5ccccn5)CC4)c(=O)c3c2C)cc1Cl	-10.9%	14.0%	32.5%	-16.1%	5.7%	-5.5%	-25.6%	-0.1%	-2.5%
CSc1ccc(CN2CCC(CO)(Cc3ccc(Cl)cc3)CC2)cc1	-28.7%	15.0%	6.7%	6.7%	47.7%[activator]	1.6%	?	-5.9%	-2.6%
COC(=O)c1ccc(NC(=O)C(=O)N2CCN(C(=S)NCCc3ccccc3)CC2)cc1	-14.7%	9.9%[57.1 µM]	19.0%	10.0%	-4.2%	1.4%	-26.8%	-2.7%	8.9%
O=C(OCc1cc2ccccc2[nH]c1=O)C1CCCCC1	4.7%	10.5%	19.3%	-20.9%	-4.3%	-0.7%	0.9%	-9.3%	1.4%
CCN(Cc1ccccc1)C(=O)/C=C/c1ccccc1[N+](=O)[O-]	-21.3%	-9.5%	39.7%[activator]	-1.4%[11.4 µM]	4.2%	3.5%	-1.2%	-3.4%	-4.9%
CCCN1CCc2nc(N3CCN(CC)CC3)ncc2C1	?	14.6%[57.1 µM]	13.5%	1.7%	3.5%	?	0.2%	-2.4%	3.8%
Cc1ccc(/C=C2\OC(=O)c3ccccc32)cc1	7.8%	10.5%[57.1 µM]	19.3%	22.0%	1.1%	-6.6%	8.9%	-8.5%	6.5%
Cc1cc(=O)oc2cc(OC(C)C(=O)NCc3ccccn3)ccc12 (stereo unspecified)	-17.8%	23.1%[57.1 µM]	49.9%[activator]	-16.6%[56.9 µM]	9.0%	-1.9%	12.6%&11.6%	-0.1%	-2.3%
N#Cc1ncccc1CCc1cccc(Cl)c1	15.5%	17.4%	23.1%	-1.3%	10.9%	4.6%	422.5%[activator]	-6.2%	4.1%
COC(=O)[C@@]1(C)[C@H]2C(=O)N(Cc3ccccc3)C(=O)[C@H]2[C@H]2CN=C(SC)N21	-30.8%	21.0%	27.2%	19.7%	5.8%	2.8%	-14.7%	-6.9%	3.6%
COc1ccccc1CNC(=O)CCn1c(=O)c2cccn2c2cccnc21	-14.3%	0.8%	30.5%	12.4%	-5.3%	17.4%	-6.2%	6.9%	-16.0%
O=S(=O)(Nc1cccc(-n2cnnn2)c1)c1cc(Br)ccc1Br	-13.5%	14.7%	52.7%[activator]	-2.1%[56.9 µM]	18.4%	17.7%	-16.0%	8.5%	-1.3%
CCSc1ncc(Cl)c(C(=O)Nc2sc(C(C)=O)c(C)c2C(=O)OC)n1	-26.4%	20.9%	3.3%	-1.7%	-1.3%	?	-22.4%	-0.6%	-14.7%
